iPSC survival up – enhancers of human iPSC single-cell survival | actives 0.044% (n = 360,000) | AID 602274 | survival enhancement, % at 20 µM | hiPSC single-cell survival, ATPlite luminescence; 100% = ROCK inhibitor wells, 0% = DMSO; in the data active means survival enhancement above about 18%;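 further: cells exposed to compounds for 16 hours before the ATP read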
Vif imaging – HIV Vif inhibition; HEK293T cells, Vif self-association by quenched fluorescence, imaging, 24 h; inhibition, % at 7.49 µM; actives 0.35% (n = 340,000); AID 602346; in the data active means inhibition above about 50%, passing the limit was not always enough; further: some results filed as inactive read as strong as hits
CaV13 FRET inh – Disruptors of the CACNA1D IQ motif to Ca2+-dependent inactivation inhibitor domain association, primary screening, Förster resonance energy transfer in intact living … | HEK cells, CFP/YFP FRET ICDI-IQ, plate reader, 10 min; percent FRET-ratio fall versus neutral wells | inhibition, % at 12.3 µM | actives 0.098% (n = 340,000) | AID 743397;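 active means mean replicate inhibition of at least 30% and at least 1% of replicates passing that level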;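 further: 0% = median of the neutral control wells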
m5-HT2A agonist – agonists of mouse serotonin 5-HT2A receptor (HTR2A). actives 0.66% (n = 360,000). CHO-K1 mHTR2A beta-arrestin complementation, luminescence; percent of 30 µM serotonin response. activation, % at 7.6 µM;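 active means activation above a run cutoff, the mean activation of all tested compounds plus 3 SD, cut at about 14% in these data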;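 further: 0% = plate median of compound wells and 100% = 30 µM serotonin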
N-glyco inh – N-linked glycosylation inhibition | D54 ERlucT glycosylation luciferase reporter, 24 h; percent of 100 nM tunicamycin response | reporter increase, % at 12.5 µM | actives 0.23% (n = 360,000) | AID 588692;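 active means mean luciferase reporter signal, scaled so untreated is 0 and the glycosylation-blocking control 100, at or above a set limit in every replicate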;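 further: luciferase carries N-glycosylation sites so blocking glycosylation raises the light; 0% = median of neutral control wells and 100% = median of 100 nM tunicamycin wells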
H9c2 protect – myocardial damage modulation in H9c2 cells | protection from H2O2 cell death, % at 20 µM | AID 588492 | H9c2 cardiomyocytes, H2O2 injury protection, ATPLite, 2 h | actives 0.63% (n = 360,000);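 active means compounds giving at least 50% protection of heart cells from peroxide-induced death in the single-dose screen, raw or plate-pattern-corrected value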;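 further: 0% = DMSO wells with peroxide and 100% = DMSO wells without peroxide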
aDG glyco up – alpha-DG glycosylation activation | AID 624168 | Pro5-aDG cells, alpha-DG glycosylation AlphaScreen (IIH6); 0% Pro5, 100% B10-LARGE cell signal | actives 0.22% (n = 360,000) | activation, % at 10 µM;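 active means activation of at least 8% versus controls, or a plate z-score of at least 8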;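 further: Pro5 are CHO cells carrying HIG-tagged alpha-DG that lacks glycosylation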
ABCB6 inh MLPCN – inhibitors of human ABC transporter ABCB6. Q9NP58. K562-ABCB6 porphyrin accumulation, flow cytometry, 1 h; hits give low values. AID 602162. fluorescence ratio to DMSO, % at 10 µM. actives 0.19% (n = 360,000);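 active means fluorescence ratio to DMSO below 75%, the collection mean minus 3 SD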;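 further: signal is porphyrin accumulated inside mitochondria; 100% equals median channel fluorescence of DMSO control wells; lower ratio means ABCB6 inhibition with less porphyrin fluorescence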
Target sequence (Q9NP58 whole entry, looked up): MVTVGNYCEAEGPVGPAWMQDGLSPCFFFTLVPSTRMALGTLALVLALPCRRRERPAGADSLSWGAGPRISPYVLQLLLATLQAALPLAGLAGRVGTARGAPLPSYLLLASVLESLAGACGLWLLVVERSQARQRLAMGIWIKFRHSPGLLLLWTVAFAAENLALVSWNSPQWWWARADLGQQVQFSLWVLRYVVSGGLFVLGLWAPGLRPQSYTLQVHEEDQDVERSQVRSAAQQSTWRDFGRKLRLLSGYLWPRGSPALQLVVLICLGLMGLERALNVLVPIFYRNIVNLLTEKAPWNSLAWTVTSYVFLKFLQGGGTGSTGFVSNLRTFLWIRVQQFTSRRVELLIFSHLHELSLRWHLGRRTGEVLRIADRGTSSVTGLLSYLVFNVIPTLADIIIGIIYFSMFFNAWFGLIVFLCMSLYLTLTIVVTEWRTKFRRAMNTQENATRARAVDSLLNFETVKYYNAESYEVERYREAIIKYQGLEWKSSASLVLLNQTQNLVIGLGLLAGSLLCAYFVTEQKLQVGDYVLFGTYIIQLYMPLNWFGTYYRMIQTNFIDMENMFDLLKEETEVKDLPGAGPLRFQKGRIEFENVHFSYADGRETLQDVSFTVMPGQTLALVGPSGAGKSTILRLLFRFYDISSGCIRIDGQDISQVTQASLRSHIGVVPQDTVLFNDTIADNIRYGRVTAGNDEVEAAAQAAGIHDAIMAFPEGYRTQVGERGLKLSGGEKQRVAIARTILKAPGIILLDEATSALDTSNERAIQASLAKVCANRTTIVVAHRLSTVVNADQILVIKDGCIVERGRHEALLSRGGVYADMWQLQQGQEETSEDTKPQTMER
PDI turbidity – inhibitors of human protein disulfide isomerase | P07237 | AID 588391 | inhibition, % at 10 µM | actives 0.052% (n = 350,000) | PDI insulin aggregation turbidity, A650, 90 min;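 active means mean inhibition across replicates of 30% or more, whatever share of single replicates reach that level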;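 further: absorbance from insulin aggregation driven by PDI reduction with DTT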
Exocytosis inh – lytic granule exocytosis inhibition | TALL-104 LAMP-1 surface exposure, flow cytometry; cells stimulated with thapsigargin and PMA | inhibition, % at 10 µM | actives 0.66% (n = 360,000) | AID 651702;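 active means inhibition above about 55%, limit read from the data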
* hit, by the source's call; / = not tested or not shown.

Sequence of screens: iPSC survival up	Vif imaging	CaV13 FRET inh	m5-HT2A agonist	N-glyco inh	H9c2 protect	aDG glyco up	ABCB6 inh MLPCN	PDI turbidity	Exocytosis inh
COC(=O)/C=C/CSC1=N/C(=C/c2ccc(-n3cncn3)cc2)C(=O)N1
  1.9	-2.9	0.7	-0.6	-0.3	14.4	1.0	83.0	-3.0	1.8
C/C(=N\Nc1ccc(S(=O)(=O)N2CCCCC2)cn1)c1cccc(Br)c1
  -0.6	-17.5	-3.1	-10.1	-1.0	-4.8	0.1	96.0	3.4	1.1
O=S(=O)(c1ccccc1)N1CCN=C1SCc1cccnc1
  1.4	0.4	-6.6	1.4	-0.9	-1.5	0.4	99.0	-2.5	2.3
C/C(N)=C(/C#N)C(=O)COC(=O)COc1ccc(Cl)cc1C
  -0.3	7.8	-4.1	1.2	-2.5	-0.8	0.3	101.0	-2.9	-0.9
COc1cccc(S(=O)(=O)Nc2cccc(C(=O)N3CCCCCC3)c2)c1
  0.2	1.8	-2.3	-0.2	-0.1	-1.0	0.0	97.0	-1.3	-6.7
COc1ccc(NC(=O)Nc2c[nH]c(=O)[nH]c2=O)cc1OC
  0.0	-4.5	-4.8	3.1	1.0	1.9	-0.1	105.0	-2.9	1.6
Cc1ccc(CONC(=O)c2ccccc2Cl)cc1
  -0.4	-0.3	-4.8	9.8	0.0	-6.1	0.0	88.0	6.2	0.2
CSc1cccc(NC(=S)Nc2ccc(F)cc2)c1
  -0.7	1.5	-0.2	4.0	-3.6	-4.0	-0.1	102.0	8.2	7.0
COc1ccc(/C(O)=C2/C(=O)C(=O)N(CC3CCCO3)C2c2cccc(OC)c2)cc1 (centres undefined)
  0.2	5.1	-8.2	2.6	0.5	16.1	-0.1	98.0	-7.0	-2.1
CC1CCN(C(=O)C2CCN(S(=O)(=O)c3ccc(-n4cnnn4)cc3)CC2)CC1
  0.5	12.1	-2.5	4.1	-0.6	5.9	0.1	100.0	18.2	-9.5
Cc1cc(C)n(-c2nnc(C)n2/N=C/c2ccco2)n1
  -5.0	9.7	-6.4	2.3	-0.3	-1.0	0.0	98.0	1.2	1.4
CC1CCCCC1NC(=O)CSC1=Nc2ccccc2C2CC=NN12 (centres undefined)
  -0.3	0.9	-7.5	-8.7	-2.2	-10.4	2.3	94.0	-5.5	0.8
O=C(NCc1ccc2c(c1)OCO2)C(=O)NCC1OCCCN1S(=O)(=O)c1cc(F)ccc1F (centres undefined)
  -0.1	-3.2	-2.3	11.4	-1.3	6.7	0.1	103.0	0.2	17.5
CCCSc1nnc(CSc2ncccn2)n1C
  1.1	-9.6	-2.6	3.6	1.5	2.1	0.4	104.0	1.6	-1.3
O=C(c1cccnc1)N1CCN(S(=O)(=O)c2ccc(F)cc2)CC1
  2.6	-1.2	-8.3	-0.5	2.9	-2.7	-0.2	93.0	-0.2	-0.1
O=C(c1cccs1)N1CCN(CCc2ccccc2)CC1
  7.7	4.3	-8.5	4.7	-0.7	1.3	0.2	102.0	-0.1	-1.7
O=C(N/N=C/c1ccncc1)c1cc(Br)ccc1OCc1ccccc1
  -1.8	2.0	-15.6	4.2	-2.4	2.0	0.2	96.0	-9.4	11.2
O=C1OCc2cc(NC(=O)C34CC5CC(CC(C5)C3)C4)ccc21
  -2.4	7.3	-2.8	-4.5	-0.3	2.6	0.0	97.0	0.3	-0.6
CCN(C(=O)CSc1nnc(Cc2cccc3ccccc23)n1N)C1CCS(=O)(=O)C1 (centres undefined)
  -0.6	0.0	-6.6	2.5	0.1	-13.6	0.1	106.0	1.1	-3.5
CC(=O)c1c(C)oc2ccc(NS(=O)(=O)c3ccc(F)cc3C)cc12
  -0.5	-8.3	-6.7	1.3	-0.9	-15.4	1.4	73.0*	-11.6	18.4
O=C(CC1S/C(=N/N=C/c2ccco2)NC1=O)Nc1cccc(Cl)c1Cl (centres undefined)
  -0.4	-5.4	-7.1	5.5	-0.1	3.6	-0.1	101.0	-0.7	-0.1
CCOC(=O)c1sc(N(C)C(C)=O)nc1C
  -3.5	-1.0	-3.8	-0.7	-0.4	1.4	-0.2	91.0	-6.2	4.0
Cc1cccc(NC(=O)c2ccc(NCC3CCCO3)c([N+](=O)[O-])c2)c1 (centres undefined)
  -0.3	/	-6.0	-5.3	2.0	1.8	0.4	99.0	9.3	0.2
O=[N+]([O-])c1cccn2cc(-c3ccc(Br)cc3)nc12
  1.1	-3.5	2.7	-0.1	6.7	-14.9	-0.2	95.0	11.1	0.1
COc1ccc(N2C(=O)CC(NNC(=O)c3cccnc3)C2=O)cc1 (centres undefined)
  0.6	-5.5	-14.9	-5.5	-2.0	0.3	-0.1	99.0	0.8	1.1
CC1(C)CC(=O)C(C(O)c2ccccc2)C(C)(C)N1 (centres undefined)
  2.0	-3.4	-10.8	9.6	-0.5	-2.3	0.2	104.0	-0.9	1.4
Cc1cccc(-n2c(SCC(=O)O)nc3sc4c(c3c2=O)CCCC4)c1
  0.5	-12.6	0.5	0.3	1.4	-0.5	-0.1	92.0	6.9	-0.7
COc1ccc(-n2c(Cc3cccn3C)nnc2SCC(=O)Nc2ccc(Cl)cc2)cc1
  -0.2	2.4	-1.5	-0.3	1.5	-3.6	0.2	101.0	/	-4.7
Cc1cc(Cl)ccc1NC(=O)CSc1nnc(-c2ccncc2)n1Cc1ccco1
  -0.6	13.7	-5.7	-2.5	-1.7	0.4	0.3	96.0	-0.2	0.6
Cc1ccc(-c2nc(C(=O)O)cs2)cc1
  -0.7	-7.4	-6.9	2.7	2.6	9.0	0.0	101.0	1.7	-5.6

The closing two entries of the section before open the next one:
Sequence of screens: iPSC survival up	Vif imaging	CaV13 FRET inh	m5-HT2A agonist	N-glyco inh	H9c2 protect	aDG glyco up	ABCB6 inh MLPCN	PDI turbidity	Exocytosis inh
Cc1cc(Cl)ccc1NC(=O)CSc1nnc(-c2ccncc2)n1Cc1ccco1
  -0.6	13.7	-5.7	-2.5	-1.7	0.4	0.3	96.0	-0.2	0.6
Cc1ccc(-c2nc(C(=O)O)cs2)cc1
  -0.7	-7.4	-6.9	2.7	2.6	9.0	0.0	101.0	1.7	-5.6
Cc1c(C(=O)O)[nH]c2c1C(=O)CC(c1ccc(C(C)(C)C)cc1)C2 (centres undefined)
  -0.1	6.5	-20.2	3.9	0.7	1.4	0.0	98.0	-2.7	-8.0
CCOc1ccccc1/C=C(/NC(=O)c1ccccc1)C(=O)NCC(=O)O
  0.2	/	-18.5	5.1	0.0	-4.5	-0.2	98.0	8.3	-0.7
Nn1c(SCc2cccc(F)c2)nnc1-c1ccncc1
  -0.8	13.1	1.2	7.4	10.6	1.1	0.1	90.0	-2.8	0.4
CCOc1ccc(NC(=O)CN(C)C(=O)c2ccncc2)cc1OCC
  -0.3	10.3	-4.0	2.8	4.7	6.0	-0.3	91.0	3.1	3.0
CC1(C)Cc2c(C#N)c(SCc3nc4ccccc4[nH]3)nc(N3CCOCC3)c2CO1
  0.0	-7.6	-5.7	1.0	16.4	50.1*	-0.1	74.0*	1.0	0.2
COc1ccc(/C=C/C(=O)NC(=S)NCc2ccccc2)cc1OC
  0.1	8.9	-3.2	11.7	-2.8	-1.5	-0.1	102.0	-0.1	13.4
Cc1ccc(C)c(S(=O)(=O)Nc2ccc(O)cc2)c1
  -1.7	23.7	-5.1	7.6	-2.0	-2.8	0.2	89.0	-10.1	0.1
Cn1ccc2ccc(C3=CC(=O)C[C@H](c4ccc(F)cc4)C3)cc21
  -1.8	1.4	-4.8	-1.0	2.1	-6.7	0.2	97.0	-5.9	5.3
CC(C)=NNc1cnnc2ccc([N+](=O)[O-])cc12
  -0.4	0.9	/	-4.4	-0.1	55.8*	-0.5	98.0	/	3.1
O=C(NCCCN1CCOCC1)c1sc2cc([N+](=O)[O-])ccc2c1Cl
  0.8	-7.9	/	-5.5	-2.9	0.1	0.2	93.0	4.4	0.5
CCOC(=O)CNC(c1ccccc1)c1cc(Br)ccc1NC(=O)OCC (centres undefined)
  -0.7	2.1	-2.3	0.2	-3.3	7.5	1.3	95.0	-0.6	-0.9
CC(C)Oc1ccc(CNCCC2(C(C)C)CCOC(C)(C)C2)cc1 (centres undefined)
  -0.7	-6.8	-4.6	1.2	-2.3	2.7	0.7	99.0	2.2	0.6
Cc1cccc(N/C=C/C(=O)c2cccs2)c1C
  -2.2	-2.8	-9.2	-4.1	-16.0	-12.1	-0.3	95.0	-5.6	0.5
O=C(NCc1ccc(Cl)cc1)C(=O)NCC1OCCN1S(=O)(=O)c1ccc2c(c1)OCCO2 (centres undefined)
  1.3	2.8	-7.2	2.5	-3.3	-4.5	-0.1	97.0	/	-6.1
O=C(NC1CCCCC1)c1ccc(Br)o1
  -1.9	25.7	-3.8	0.1	-2.4	4.6	-0.2	102.0	-1.5	2.7
C[C@H]1Cn2cnc(C(=O)Nc3cccc(Cl)c3)c2C(=O)N1
  -1.3	3.8	-6.7	2.6	-6.6	-1.1	-0.4	102.0	3.1	7.6
CCOC(=O)CN(C(=O)Cn1nnc2ccccc21)C(C(=O)NCCOC)c1ccccc1C (centres undefined)
  1.2	16.0	2.2	0.4	1.8	-0.4	-0.1	99.0	14.7	-1.3
COc1ccc(NS(=O)(=O)c2ccc(C(=O)N3CCN(Cc4ccccc4)CC3)cc2)cc1
  -0.9	-7.7	-6.4	-0.6	-3.1	-9.0	1.9	98.0	-5.7	-1.9
O=C(CSc1nnc(-c2ccccc2Cl)o1)Oc1ccc(Br)cc1
  -1.9	6.2	/	6.0	-2.4	-10.1	-0.1	104.0	-1.5	-1.3
CCCn1c(SCC(=O)N2c3ccccc3Sc3ccccc32)nc2ccccc21
  -1.2	0.3	-14.9	-3.2	-6.2	-12.7	0.0	95.0	4.7	2.7
COC(=O)c1cccc(NC(=O)CN2C(=O)c3ccccc3C2=O)c1
  -0.3	4.6	-4.2	1.3	-0.2	1.4	1.3*	99.0	-5.9	-4.6
